Compound activity from PubChem.
POLI inh: blocks human DNA polymerase iota activity; Q9UNA4; Pol iota fluorescent replication assay, 10 min; Potency, µM (doses to about 115 µM), for the others: at the top dose activity, negative = inhibition, hits mostly inhibitors; 1% of 390,000 active; AID 588590
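Fluorescent replication assay read twice, at 0 min and 10 min after adding 50 nM (final) substrate. Enzyme (10 nM) and compounds were first incubated 15 min at room temperature; enzyme-free buffer wells were negative controls.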
GLS inhibitor: glutaminase GLS (human) inhibition; 0.21% of 410,000 active; GLS enzymatic activity, qHTS titration; Potency, µM (doses to about 45.5 µM), for inactives: at the highest dose activity change, negative = inhibition, most hits filed as inhibitors; O94925; AID 624170; note: % is set by controls: 0 for no effect and ±100 for the full control effect
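Read-out is an Amplex red fluorescence increase coupled through glutamate oxidase and HRP, measured before and after 30 min room-temperature incubation. hKGA is in 45 mM KH2PO4 (pH 8.2) with 0.02% Tween-20; glutamine added as 1mM solution.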
BAZ2B inh: BAZ2B (human) inhibition; Potency, µM (doses to about 114 µM), inactives show top-dose activity change, negative = inhibition, hits mostly inhibitors; AlphaScreen BAZ2B-H3K14Ac peptide displacement; 4.4% of 360,000 active; AID 504333; note: % is set by controls: 0 for no effect and ±100 for the full control effect; nearly all actives have a fitted effect of over 60% in size
Target sequence (Q9UIF8 whole entry, looked up): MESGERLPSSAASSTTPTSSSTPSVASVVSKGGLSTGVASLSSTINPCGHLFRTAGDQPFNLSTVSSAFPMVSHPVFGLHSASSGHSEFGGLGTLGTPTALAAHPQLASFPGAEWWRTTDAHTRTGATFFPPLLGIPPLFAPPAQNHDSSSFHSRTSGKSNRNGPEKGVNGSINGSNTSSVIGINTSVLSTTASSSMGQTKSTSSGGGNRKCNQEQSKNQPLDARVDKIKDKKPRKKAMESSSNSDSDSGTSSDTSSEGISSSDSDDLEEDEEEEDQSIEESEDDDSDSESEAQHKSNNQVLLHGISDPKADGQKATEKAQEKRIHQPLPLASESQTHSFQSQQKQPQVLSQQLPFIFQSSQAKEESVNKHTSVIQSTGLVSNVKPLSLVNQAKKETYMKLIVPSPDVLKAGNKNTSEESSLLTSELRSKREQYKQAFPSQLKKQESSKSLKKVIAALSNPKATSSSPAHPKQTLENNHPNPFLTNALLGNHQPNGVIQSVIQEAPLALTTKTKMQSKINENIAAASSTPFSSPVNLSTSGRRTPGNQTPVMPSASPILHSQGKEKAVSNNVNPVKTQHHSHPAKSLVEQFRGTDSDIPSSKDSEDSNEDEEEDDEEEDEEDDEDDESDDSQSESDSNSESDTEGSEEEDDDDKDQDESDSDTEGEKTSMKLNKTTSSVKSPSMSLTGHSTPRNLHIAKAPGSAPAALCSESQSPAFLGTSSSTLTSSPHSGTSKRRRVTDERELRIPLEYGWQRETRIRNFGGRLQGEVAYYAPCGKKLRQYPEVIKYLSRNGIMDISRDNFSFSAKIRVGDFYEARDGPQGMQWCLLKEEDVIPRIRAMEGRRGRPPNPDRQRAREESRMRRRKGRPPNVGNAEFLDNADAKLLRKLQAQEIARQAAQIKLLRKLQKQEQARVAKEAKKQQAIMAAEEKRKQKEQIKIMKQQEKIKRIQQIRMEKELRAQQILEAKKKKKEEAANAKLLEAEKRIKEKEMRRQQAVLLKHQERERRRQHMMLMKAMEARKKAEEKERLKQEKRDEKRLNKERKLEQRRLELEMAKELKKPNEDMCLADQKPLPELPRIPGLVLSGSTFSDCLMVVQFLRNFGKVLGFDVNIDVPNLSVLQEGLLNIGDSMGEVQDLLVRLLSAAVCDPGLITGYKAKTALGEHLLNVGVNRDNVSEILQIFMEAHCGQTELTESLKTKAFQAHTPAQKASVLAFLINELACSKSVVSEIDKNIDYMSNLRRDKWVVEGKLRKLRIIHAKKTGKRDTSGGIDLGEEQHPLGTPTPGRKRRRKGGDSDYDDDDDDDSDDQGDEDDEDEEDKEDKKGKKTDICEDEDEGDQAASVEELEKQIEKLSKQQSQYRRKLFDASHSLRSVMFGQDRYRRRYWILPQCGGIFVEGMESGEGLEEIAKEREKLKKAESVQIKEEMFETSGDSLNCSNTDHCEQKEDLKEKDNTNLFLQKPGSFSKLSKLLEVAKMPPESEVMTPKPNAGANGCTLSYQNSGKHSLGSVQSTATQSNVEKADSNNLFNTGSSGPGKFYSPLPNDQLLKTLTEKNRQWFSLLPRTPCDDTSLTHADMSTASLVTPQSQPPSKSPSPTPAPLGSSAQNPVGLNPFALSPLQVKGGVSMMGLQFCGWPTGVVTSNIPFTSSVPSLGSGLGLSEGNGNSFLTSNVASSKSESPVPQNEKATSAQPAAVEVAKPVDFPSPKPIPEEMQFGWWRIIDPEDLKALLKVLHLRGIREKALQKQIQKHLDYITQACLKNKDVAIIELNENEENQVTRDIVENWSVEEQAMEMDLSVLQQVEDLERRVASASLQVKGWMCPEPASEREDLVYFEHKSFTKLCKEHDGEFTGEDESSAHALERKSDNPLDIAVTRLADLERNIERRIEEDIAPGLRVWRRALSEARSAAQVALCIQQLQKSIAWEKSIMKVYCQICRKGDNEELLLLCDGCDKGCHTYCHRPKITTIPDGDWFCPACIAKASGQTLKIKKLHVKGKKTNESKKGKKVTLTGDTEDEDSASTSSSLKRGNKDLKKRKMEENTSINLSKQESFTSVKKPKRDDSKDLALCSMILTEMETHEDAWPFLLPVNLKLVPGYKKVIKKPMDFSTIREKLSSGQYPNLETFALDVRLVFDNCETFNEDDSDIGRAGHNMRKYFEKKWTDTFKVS
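AlphaScreen luminescence quantifies BAZ2B engagement of H3K14Ac peptide; the protein and biotinylated peptide are both at 50 nM final, buffer PBS pH 7.4 with 0.01% Tween-20, all steps at room temperature.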
G9a block: G9a (human) methyltransferase inhibition; Q96KQ7; G9a H3K9 monomethylation, AlphaScreen, 2 h; Potency, µM (highest dose often 102 µM), without a hit: top-dose activity, negative = inhibition, actives largely listed as inhibitors; 8.8% of 350,000 active; AID 504332; note: % is set by controls: 0 for no effect and ±100 for the full control effect; nearly all actives have a fitted effect of over 75% in size
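AlphaScreen read-out: biotin-H3K9 peptide (500 nM) methylation by 20 nM enzyme with 20 uM SAM, 2 h at room temperature after 15 min compound preincubation; anti-monomethyl H3K9 antibody plus donor/acceptor beads, 10 min dark.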
JMJD2A Tudor inh: blocks the human JMJD2A Tudor domain. O75164. AlphaScreen JMJD2A-Tudor / H3K4me3 peptide binding. Potency, µM (top dose mostly 114 µM), for inactives: at the highest dose activity change, negative = inhibition, most hits filed as inhibitors. 4.4% of 390,000 active. AID 504339; note: % is set by controls: 0 for no effect and ±100 for the full control effect; nearly all actives have a fitted effect of over 50% in size
HP1b binding inh: blocks HP1-beta chromodomain binding to methylated histone tails; P83916; AlphaScreen HP1-beta / biotin-H3K9me3 peptide binding; Potency, µM (highest dose often 114 µM), without a hit: top-dose activity change, negative = inhibition, usual class: inhibitors; 0.56% of 390,000 active; note: nearly all actives have a fitted effect of over 70% in size; inactives centre near 23
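HP1-beta protein (50 nM final) preincubated 30 min at room temperature with biotinylated H3(1-18)K9me3 peptide (50 nM) in PBS pH 7.4, 0.01% Tween-20, then compound added for 30 min. AlphaScreen streptavidin donor/nickel chelate acceptor beads (10 ug/mL final), 30 min dark, luminescence read.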
BLM helicase inh: Bloom syndrome helicase (human) inhibition; recombinant BLM DNA unwinding, fluorescence dequenching; Potency, µM (titrated, usually from 56.1 µM), for the others: at the highest dose activity change, negative = inhibition, most hits filed as inhibitors; 0.2% of 350,000 active; AID 2528;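 note: plate controls were vehicle for no effect and no enzyme for full effect; nearly all actives have a fitted effect of over 35% in size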
Pin1 inhibitor: blocks the human prolyl isomerase Pin1; Q13526; Potency, µM (series often up to 115 µM), for the others: at the top dose activity, negative = inhibition, hits mostly inhibitors; Pin1 FP peptide displacement, HiFluor488, 10 min; AID 504891; 0.009% of 390,000 active; active = well fitted inhibition curve with a large enough effect in the polarisation, with a control signal flat, not every such curve was filed as active; inconclusive = small, poorly fitted or top-dose-only effect, or effect the other way, or a change in a side signal; inactive = no such curve, though single readings can be large or run the other way; the % refers to the polarisation; note: % is set by controls: 0 for no effect and ±100 for the full control effect
Tb PGK inh: blocks T. brucei phosphoglycerate kinase; P07378; PGK/GAPDH coupled, Kinase-Glo luminescence, 60 min; Potency, µM (highest dose often 57.5 µM), without a hit: at the highest dose activity change, negative = inhibition, hits mostly inhibitors; 0.043% of 380,000 active; AID 602233; note: % is set by controls: 0 for no effect and ±100 for the full control effect; nearly all actives have a fitted effect of over 60% in size
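Recombinant glycosomal PGK reaction used 1,3-bisphosphoglycerate generated in-well by GAPDH (100nM final) in 100mM TEA pH 7.6, 5mM MgCl2, 0.01% Tween-20. After 60 minutes at room temperature, ATP was read by Kinase-Glo Plus luminescence end-point.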
Active calls of the source: *; i = inactive; ? = inconclusive; nt = not tested or not shown; [ ] = dose if it differs, or a comment. Unless noted, calls come from the whole dose curve; as a rule, active = well fitted curve in the direction sought with a large enough effect; inconclusive = small, poorly fitted or top-dose-only effect, or another doubt; inactive = no such curve, though single readings can be large; an effect the other way counts as inactive or inconclusive. Potency is the fitted concentration of half-maximal effect. A portion of the library (hit frequency here may not be typical).

A first look, ten compounds:
SMILES | POLI inh | GLS inhibitor | BAZ2B inh | G9a block | JMJD2A Tudor inh | HP1b binding inh | BLM helicase inh | Pin1 inhibitor | Tb PGK inh
CC1CC(C)CN(CCCNC(=O)c2ccc(CNS(=O)(=O)c3ccc(F)cc3)cc2)C1 (stereo not given) | 29% | -14% | -21% | ? | -6% | 52%[activator] | -4% | 0% | i
O=C(CNC(=O)c1cccs1)N/N=C/c1ccc(O)cc1O | ? | ? | -27% | 128%[activator][59 µM] | -2%[57.1 µM] | 35% | 0% | -6% | -9%
CCCCNC(=O)c1ccccc1NC(=O)C1=C(C)OCCS1 | 34%[activator] | 1% | -12% | -1% | -14% | 30% | -1% | -4% | 1%
CCOc1ccc(NC(=O)N(O)C2(C#N)CCCCC2)cc1 | 3% | 8% | nt | nt | -17% | 23% | nt | 0% | 6%
O=C(C(Cl)Cl)N1c2ccccc2OCC1c1ccccc1 (stereo not given) | -4% | 1% | 70%[activator] | ? | 23% | 47%[activator] | -5% | -11% | -3%
CNC(=O)c1ccc(NC(=O)CN2c3cccc4cccc(c34)S2(=O)=O)cc1 | 49%[activator] | 5% | 0% | 45µM* | -16% | -3% | nt | 3% | 5%
Cc1ccc(NC(=O)c2ccc([N+](=O)[O-])cc2)cc1S(=O)(=O)N(C)C | -14% | 8% | -8% | -29% | -15% | 29% | -2% | -1% | 1%
CSc1ccccc1NC(=O)CN1CCCCC1C (stereo not given) | 103%[activator] | 12% | -1% | 3% | -15%[11.4 µM] | 18% | -1% | 6% | 8%
Cc1[nH]n(-c2cccc([N+](=O)[O-])c2)c(=O)c1-c1ccccc1 | 9% | 12% | ? | -51% | -25% | 8% | -7% | -3% | -8%
Fc1cnc(N2CCN(c3ccccc3)CC2)nc1N1CCN(c2ccccc2)CC1 | 20% | -1% | ? | 50µM* | -27% | 0% | -3% | 1% | 4%

The whole of this part (from the top)
SMILES | POLI inh | GLS inhibitor | BAZ2B inh | G9a block | JMJD2A Tudor inh | HP1b binding inh | BLM helicase inh | Pin1 inhibitor | Tb PGK inh
CC1CC(C)CN(CCCNC(=O)c2ccc(CNS(=O)(=O)c3ccc(F)cc3)cc2)C1 (stereo not given) | 29% | -14% | -21% | ? | -6% | 52%[activator] | -4% | 0% | i
O=C(CNC(=O)c1cccs1)N/N=C/c1ccc(O)cc1O | ? | ? | -27% | 128%[activator][59 µM] | -2%[57.1 µM] | 35% | 0% | -6% | -9%
CCCCNC(=O)c1ccccc1NC(=O)C1=C(C)OCCS1 | 34%[activator] | 1% | -12% | -1% | -14% | 30% | -1% | -4% | 1%
CCOc1ccc(NC(=O)N(O)C2(C#N)CCCCC2)cc1 | 3% | 8% | nt | nt | -17% | 23% | nt | 0% | 6%
O=C(C(Cl)Cl)N1c2ccccc2OCC1c1ccccc1 (stereo not given) | -4% | 1% | 70%[activator] | ? | 23% | 47%[activator] | -5% | -11% | -3%
CNC(=O)c1ccc(NC(=O)CN2c3cccc4cccc(c34)S2(=O)=O)cc1 | 49%[activator] | 5% | 0% | 45µM* | -16% | -3% | nt | 3% | 5%
Cc1ccc(NC(=O)c2ccc([N+](=O)[O-])cc2)cc1S(=O)(=O)N(C)C | -14% | 8% | -8% | -29% | -15% | 29% | -2% | -1% | 1%
CSc1ccccc1NC(=O)CN1CCCCC1C (stereo not given) | 103%[activator] | 12% | -1% | 3% | -15%[11.4 µM] | 18% | -1% | 6% | 8%
Cc1[nH]n(-c2cccc([N+](=O)[O-])c2)c(=O)c1-c1ccccc1 | 9% | 12% | ? | -51% | -25% | 8% | -7% | -3% | -8%
Fc1cnc(N2CCN(c3ccccc3)CC2)nc1N1CCN(c2ccccc2)CC1 | 20% | -1% | ? | 50µM* | -27% | 0% | -3% | 1% | 4%
c1ccc(C[n+]2ccc3ccccc3c2)cc1 | -23%[58.9 µM] | 4% | nt | nt | -12% | 10% | nt | 4% | i
CCSc1ccccc1C(=O)Nc1cc(C)on1 | 19% | -9% | 0% | ? | -13% | 26% | 0% | -4% | 4%
Cc1ccc(NC(=O)CCC(=O)NNC(=O)COc2ccc([N+](=O)[O-])cc2)c(C)c1 | -17% | 1% | -9% | 30%[0.501 µM] | 15% | 37% | -3% | 2% | -4%
Cc1cccc(NC(=O)c2ccccc2NC(=O)Cc2ccccc2)c1C | 16% | 0% | ? | 19%[0.501 µM] | -5% | 28% | -9% | 0% | nt
CCO/C=C1\C(=O)N(c2ccccc2)C(=O)c2ccccc21 | -6% | -6% | ? | 25µM* | -28% | 25% | -2% | 2% | nt
Cc1ccc(OCC(=O)Nc2ccc3nc(SCC(=O)N4CCOCC4)sc3c2)cc1 | 25% | 2% | -10% | 10%[59 µM] | -5% | 49%[activator] | -3% | 6% | 0%
COc1ccc2c(CNCCc3ccco3)c(C(=O)O)n(Cc3ccc(C)cc3)c2c1 | 4% | 10% | -25% | -9%[59 µM] | -33% | -6% | -3% | 0% | -2%
O=C1CC(C(=O)N2CCc3ccccc32)CN1c1ccccc1 (stereo not given) | 29% | -3% | 7% | 17% | -7% | 23% | 1% | -4% | -4%
COc1ccc(C2SCCN2C(=S)Nc2ccc(Cl)cc2)cc1 (stereo not given) | 8% | 16% | 0% | ? | -5% | 35% | 0% | 0% | -5%
COc1cc2nc(=S)n3[nH]c(CCn4nc(C)cc4C)nc3c2cc1OC | 4% | ? | 5% | 1µM* | -23% | 0% | -2% | -12% | -4%
CCNC(=S)N/N=C/c1c(Cl)cccc1Cl | 13% | 2% | 2% | 30%[59 µM] | -4% | 36% | 2% | 8% | -6%
CNc1sc(C(=O)c2ccccc2F)c(N)c1-c1nc2ccccc2s1 | 35%[activator] | nt | 40µM* | ? | 50µM* | ? | -5% | 6% | 2%
Cc1cc(Br)ccc1NC(=O)CN(C)C(=O)C1CCN(C(=O)c2ccc(Cl)cc2)CC1 | -30% | -18% | nt | nt | -15% | 27% | nt | -5% | i
Cc1c(CNCCc2ccccc2Cl)c(C(=O)O)c(C)n1-c1ccccc1 | 4% | 5% | -25% | ? | ? | 17% | -3% | 2% | nt
CCCOc1ccccc1N/C(=N/c1nc(C)cc(C)n1)NC(=O)COc1ccc(OC)cc1 | 4% | -2% | 0% | 18% | -24% | 27% | -9% | 13% | -6%
CCN(CC)CCCn1c2c(c(SCC(=O)Nc3cccc(C)c3C)nc1=O)CCC2 | 33%[activator] | 11% | 14% | ? | -12% | 22% | nt | -3% | 3%
O=C(Nc1ccc(Cl)cc1C(=O)O)c1ccc2c(c1)C(=O)N(Cc1ccco1)C2=O | 35µM* | ? | 50µM* | 11µM* | 56µM* | -9% | -26% | nt | -3%
COc1cccc2sc(N(Cc3cccnc3)C(=O)C3COc4ccccc4O3)nc12 (stereo not given) | 6% | -10% | -23% | 10%[59 µM] | -25% | 30% | -4% | -2% | -3%
COc1ccc(-c2nn3c(=O)cc(CN4CCN(C(=O)Nc5cc(C)ccc5C)CC4)nc3s2)cc1 | -3% | -11% | 6% | 16%[59 µM] | -11% | 16%[57 µM] | -2% | -5% | 3%
COC(=O)c1ccc(-n2nnc(-c3nc(-c4ccc5c(c4)OCO5)no3)c2C)cc1 | 3% | 2% | -2% | -1%[59 µM] | ? | 13% | 0% | 4% | i
O=C(CSc1nc2ccccc2s1)NNC(=S)Nc1ccc(Br)cc1 | 23% | -33% | 1% | ? | -32% | 16% | -4% | 0% | i
COc1ccc(-c2n[nH]c(=S)n2-c2ccc(C)cc2C)cc1 | 16% | -7% | -28% | 14%[0.501 µM] | ? | 29% | -1% | 2% | 12%
C=CCC1NS(=O)(=O)OC2CCCCC12 (stereo not given) | 15% | 3% | -5% | 10% | -12% | 11% | 1% | -6% | 4%
O=C(CSCc1cnn(-c2ccccc2)c1-n1cccc1)NCc1ccccn1 | 7% | -2% | -30% | -26% | -14% | 18% | -9% | -12% | 2%
CCN(C(=O)CSc1ncccn1)c1cccc2ccccc12 | 9% | 1% | nt | nt | -19% | 47%[activator] | nt | 1% | -2%
Cc1cccc(C)c1NC(=O)c1ccc2nc(CCc3ccccc3)oc2c1 | ? | 2% | -2% | 1%[59 µM] | -13% | 12%[57 µM] | -2% | -1% | i
O=C(Nc1ccc(S(=O)(=O)Nc2nccs2)cc1)c1cc(=O)[nH]c2ccccc12 | ? | -1% | -34% | -3% | -10% | 24% | 0% | 38%[activator] | -5%
Cc1cc2nc(SCC(=O)O)nc(C)c2cc1C | -2% | -3% | 7% | 9%[12.7 µM] | 0% | 16% | 0% | 3% | -8%
COCCn1c(SCC(=O)NC(=O)NC2CCCC2)nc2ccccc2c1=O | 23% | 1% | 8% | 19%[12.7 µM] | -7% | 51%[activator] | nt | 1% | i
CCOC(=O)c1ccc(S(=O)(=O)N2CCN(C(=O)c3nn(C)c(=O)c4ccccc34)CC2)cc1 | 6% | 3% | -6% | ? | -10% | 23% | -2% | -2% | 0%
COC(=O)Nc1nnc(Cc2ccc(Cl)cc2)s1 | 5% | -3% | -13% | -2%[59 µM] | -15% | 8% | -2% | -16% | -2%
COc1ccc(S(=O)(=O)Nc2ccccc2-c2nnn(CC(=O)Nc3ccccc3OC)n2)cc1 | 2% | -2% | -6% | 6%[59 µM] | -12% | 42%[activator] | -4% | 7% | 1%
CCOC(=O)C1(Cc2ccc(Cl)cc2)CCN(Cc2cn(CC)nc2C)CC1 | -3% | -10% | -11% | 4% | -19% | 15% | 1% | 0% | i
COC(=O)N1CCN(c2ccc(C)cc2)C(C)C1 (stereo not given) | 29% | 5% | -3% | -10% | -7% | 38% | -1% | -17% | 0%
CCN(c1ccccc1)S(=O)(=O)c1ccc(Cl)c(NC(=O)CSc2n[nH]c(N)n2)c1 | 12% | 17% | -5% | ? | -35% | 12% | -4% | 5% | 2%
